Screens deposited in PubChem by The Scripps Research Institute Molecular Screening Center.
OX1R antag-1 = antagonists of human orexin 1 receptor (OX1R) | Orexin/Hypocretin receptor type 1 (Homo sapiens), O43613 | OX1R-expressing cells, FRET antagonist read-out | 1.8% of 330,000 active | inhibition, % at 6.6 µM | AID 485270, 2010; in the data active = inhibition mostly above about 38%, no sharp cut-off; inactive = mostly below about 40%;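 also: 0% = agonist challenge alone and 100% = reference antagonist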
Target sequence (O43613 whole entry, looked up): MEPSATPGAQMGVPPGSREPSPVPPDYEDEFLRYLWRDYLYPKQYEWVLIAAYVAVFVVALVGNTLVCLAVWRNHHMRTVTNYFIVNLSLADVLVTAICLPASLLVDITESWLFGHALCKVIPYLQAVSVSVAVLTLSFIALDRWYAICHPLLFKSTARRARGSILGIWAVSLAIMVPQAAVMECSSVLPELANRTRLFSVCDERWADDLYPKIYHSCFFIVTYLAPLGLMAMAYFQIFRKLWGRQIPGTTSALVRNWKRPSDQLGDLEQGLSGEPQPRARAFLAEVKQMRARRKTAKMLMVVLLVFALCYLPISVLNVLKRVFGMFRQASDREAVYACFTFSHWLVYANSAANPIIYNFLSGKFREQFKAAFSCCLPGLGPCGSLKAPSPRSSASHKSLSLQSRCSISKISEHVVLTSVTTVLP
OX1R antag-2 = OX1R (HCRTR1) antagonists, primary screen, fluorescence, CHO/OX1R cells, Fluo-8 calcium, orexin A; Fluo-8 calcium fluorescence; inhibition, % at 5 µM; Orexin/Hypocretin receptor type 1 (Homo sapiens), O43613; 0.43% of 330,000 active; AID 434989, 2010;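 active = inhibition above its plate's threshold, mean inhibition of all tested compounds on the plate plus 3 SD, cut at about 37% in these data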;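 also: 0% = orexin A challenge wells and 100% = SB-334867-A antagonist wells; not every result past the cut was called active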
The depositor's hits bear a star. Rows were taken by chance; any-hit rate near 2.1%.

Fields: OX1R antag-1	OX1R antag-2
CCCCOc1ccc(C2/C(=C(\O)c3ccc4c(c3)OCCO4)C(=O)C(=O)N2CCCN2CCOCC2)cc1 (stereo unspecified)
 : 7	-20
CCC(C)(C)NC(=O)CN(Cc1ccc2c(c1)OCO2)C(=O)CCC(=O)Nc1ccccn1
 : 3	-14
COc1cc(OC)c2cc[nH]c2c1
 : 17	-5
COc1ccc(OC)c2c1C(=O)C(Cl)=C(Cl)C2=O
 : 104*	69*
c1ccc(Cn2nnnc2-c2ccco2)cc1
 : 7	0
Oc1ccc(-c2[nH]ncc2-c2cccc3cccnc23)c(O)c1
 : 9	-5
CSc1ncccc1C(=O)Nc1ncc(C)s1
 : 3	-2
Cc1c(-c2ccccc2)nc(N)c(C#N)c1-c1ccco1
 : 4	-13
CCOc1ccc(CCNC(=O)C2CCCN(C(=O)N(C)C)C2)cc1OCC (stereo unspecified)
 : 4	-9
CCn1c(SCC(=O)Nc2ccc(OCc3ccccc3)cc2)nnc1-c1ccco1
 : 25	24
O=C(CSc1ccccc1)Nc1cccnc1
 : 10	-6
O=Cc1c[nH]c2ccc(OCc3ccccc3)cc12
 : 3	-2
O=C(OCCN=C1NS(=O)(=O)c2ccccc21)c1cccnc1
 : 17	8
O=C(NCCN1CCNCC1)c1ccccn1
 : 0	-15
COCCCNC(=O)CCCCCNS(=O)(=O)c1ccc(Br)cc1
 : 19	-29
O=C(CSc1nc2c(cnn2-c2ccc(F)cc2)c(=O)[nH]1)N1CCOCC1
 : 6	-12
CC1CCN(c2ccc3nnc(CCC(=O)N4CCN(c5ccc(F)cc5)CC4)n3n2)CC1
 : 15	-36
O=S(=O)(c1ccccc1)N1CCN(Cc2cc3c(cc2Br)OCCO3)CC1
 : 1	-6
N/C(=N\O)c1cn(Cc2ccccc2Cl)c2ccccc12
 : 2	-26
CCCCCCCc1c(O)nc(SCCN2CCOCC2)[nH]c1=O
 : 9	2
COc1ccccc1CNS(=O)(=O)c1ccc2[nH]cc(C(=O)O)c(=O)c2c1
 : 1	-3
COc1ccc(CN2CCCC(C(=O)Nc3cccc(-n4cccn4)c3)C2)cc1 (stereo unspecified)
 : 6	1
COc1ccc(CCNc2ncnc3nc[nH]c23)cc1OC
 : 8	3
Cc1ccc(NC(=O)COC(=O)C2=COCCO2)cc1
 : 8	-13
CSc1nc2cc(C)nn2c(-c2ccccc2)c1C#N
 : 2	-14
CN(C)c1ccc(/C=C(/C(=O)c2ccc(Cl)cc2Cl)n2cncn2)cc1
 : 15	26
O=S(=O)(NC1CCSc2ccccc21)c1ccc(Cl)nc1 (stereo unspecified)
 : 18	52*
CC(=O)Nc1cccc(NC(=O)c2cc(-c3ccccn3)nc3ccc(Cl)cc23)c1
 : 11	-17
C[C@@H]1CN([C@@H](C)CO)C(=O)c2cccc(NC(=O)Nc3ccc4c(c3)OCO4)c2O[C@H]1CN(C)S(=O)(=O)c1cn(C)cn1
 : 1	-1
C=CCN1c2ccc(Br)cc2C(=O)CS1(=O)=O
 : 19	-11
CC(C)=CCSc1nnc(CCNC(=O)OC(C)(C)C)o1
 : 13	-10
O=C(CSc1ccc2nnc(-c3ccccc3)n2n1)NCC1CCCO1 (stereo unspecified)
 : 20	-9
Cc1c(C(=O)N2CCN(c3ccc(F)cc3)CC2)sc2nc3n(c(=O)c12)CCC3
 : 0	-20
CCc1ccc(CN(C)C(=O)CCc2nnc(-c3ccc(-c4ccccc4)cc3)o2)nc1
 : 4	-8
CCOC(=O)c1cnc(SC)nc1N
 : 13	-2
Fc1cccc(Cl)c1COc1ccc(-c2nnco2)cc1
 : 15	-9
O=C(c1ccccc1)N1CCN2C(=O)c3ccccc3C12c1ccc(Cl)cc1 (stereo unspecified)
 : 36	-16
O=C(CSc1nccc(=O)[nH]1)N1N=C2/C(=C/c3ccco3)CCCC2C1c1ccco1 (stereo unspecified)
 : 23	-17
Cn1c(N2CCOCC2)c(C=O)c2ccccc21
 : 4	-11
CCC(=O)NC(=S)Nc1ccc(NC(=O)COc2ccc(Cl)cc2Cl)cc1
 : 15	-10

3 entries from above, as tab-separated lines.
SMILES	OX1R antag-1	OX1R antag-2
O=C(CSc1ccc2nnc(-c3ccccc3)n2n1)NCC1CCCO1 (stereo unspecified)	20	-9
Cc1c(C(=O)N2CCN(c3ccc(F)cc3)CC2)sc2nc3n(c(=O)c12)CCC3	0	-20
CCc1ccc(CN(C)C(=O)CCc2nnc(-c3ccc(-c4ccccc4)cc3)o2)nc1	4	-8

New compounds follow:
Fields: OX1R antag-1	OX1R antag-2
C[C@H](NC(=O)[C@H](Cc1ccccc1)n1c(=O)[nH]c2ccccc2c1=O)C(=O)N1CCC(C(=O)O)CC1
 : 8	-1
CCC(=O)Nc1nc(CC(=O)Nc2ccccc2OC)cs1
 : 15	-9
COCCn1c(SCC(=O)N2CCCCC2)nc2ccccc2c1=O
 : 5	-16
O=c1[nH]c2ccc(S(=O)(=O)N3CCN(Cc4ccccc4)CC3)cc2[nH]c1=O
 : 9	3
CCOC(=O)C1(N(CC)CC)Sc2cc(C)ccc2NC1=O (stereo unspecified)
 : 20	-13
CCOC(=O)N1CCN(S(=O)(=O)c2ccc([N+](=O)[O-])cc2)CC1
 : 54	-11
O=C(COC(=O)c1ccc[nH]c1=O)NCCC1=CCCCC1
 : 14	-10
O=S(=O)(c1ccccc1)c1ccccc1/C=N\O
 : 12	-15
CCCC(=O)C1=C(O)C(c2cccc(Oc3ccccc3)c2)CCC1=O (stereo unspecified)
 : 14	-6
CCc1cc(=O)oc2cc(C)cc(OCC(C)=O)c12
 : 5	-8
CCn1c(CNc2nc(-c3ccccc3)cs2)nnc1SCC(=O)NCc1ccccc1
 : 20	-23
CCCn1c(SCC(=O)Nc2c(C)cccc2CC)nnc1C(C)C
 : 28	-27
CC(C)OC(=O)C(C)Oc1ccc(C(=O)NCCc2ccccc2)cc1 (stereo unspecified)
 : 29	-22
CCC(C)c1ccc(NC(=O)CC(C)=O)cc1 (stereo unspecified)
 : 1	-12
O=C(Nc1cc(Cl)ccc1N1CCOCC1)C1CC1
 : 8	-18
CCCC(=O)C1=C(O)C(C(=O)OC)C(C)(C)CC1=Nc1ccncc1 (stereo unspecified)
 : 31	-12
CCN(CC)CCn1c2c(c(SCC(=O)Nc3cc(C)ccc3C)nc1=O)CCC2
 : 3	-21
CCC(C)(C(=O)NC1CCCC1)N(Cc1cccs1)C(=O)Cc1cccs1 (stereo unspecified)
 : 24	-24
CCn1c(C)c(C(C)=O)c(N2CCN(c3ccc(OC)cc3)CC2)nc1=S
 : 19	-4
O=C(COc1ccccc1Cl)Nc1nnc(S(=O)(=O)N2CCCCCC2)s1
 : 16	-12
CC(C)Cc1c(O)nc(SCCN2CCOCC2)[nH]c1=O
 : 7	9
Cc1ccccc1-n1nc(SCC(=O)O)sc1=S
 : 9	-1
O=C(Nc1n[nH]c(C(F)(F)F)n1)C1CC1
 : 14	4
Cc1ncsc1C(=O)N1N=C2/C(=C/c3ccc(N4CCOCC4)cc3)CCCC2C1c1ccc(N2CCOCC2)cc1 (stereo unspecified)
 : 3	-10
COCCN(Cc1ccccc1)C(=O)c1ccc2c(=O)n3c(nc2c1)CCC3
 : 6	-27
COc1ccc(NC(=O)c2ccc3c(c2)C(=O)N(CC2CCCO2)C3=O)cc1O (stereo unspecified)
 : 27	-14
O=C1C(=O)N(CCCn2ccnc2)C(c2ccc(Br)cc2)/C1=C(\O)c1ccc2c(c1)OCCO2 (stereo unspecified)
 : 7	6
COc1ccc(OC)c(C(=O)NC(CC(N)=O)c2ccc(N3CCC(N4CCCCC4)CC3)c([N+](=O)[O-])c2)c1 (stereo unspecified)
 : 35	-13
Cc1ccc(-n2ncc3c(=O)n(CC(=O)N4CCCCCC4)cnc32)cc1
 : 15	-15
O=[N+]([O-])c1ccc(SCc2ccco2)cc1N1CCOCC1
 : 9	-7
COc1ccc2c(C)cc(SCC(=O)NC3CCCCC3)nc2c1
 : 13	-17
CNC(=O)/C(C#N)=C/c1c(N2CCN(c3ccc(OC)cc3)CC2)nc2c(C)cccn2c1=O
 : 21	-17
O=C(COC(=O)CCNS(=O)(=O)c1ccccc1)NC1CC1
 : -1	24
O=C(N/N=C/c1ccccc1)c1[nH]c2ccc(Br)cc2c1-c1ccccc1
 : 1	-14
COC1=CC2(O)CCCC2=CC1=O (stereo unspecified)
 : 10	-1
Cc1cccc(NC(=S)NC2CC3CCCC(C2)N3CC(C)C)c1C (stereo unspecified)
 : 26	-35
COc1cc(CN(C(=S)NCC(=O)N2CCCC2)C2CCCC2)cc(OC)c1OC
 : 3	-10
CC1(C(=O)NCCN2CCOCC2)C=CC2(CCCCC2)N1C(=O)c1ccccc1 (stereo unspecified)
 : 27	-15
Oc1nc(-c2ccc(Br)cc2)n2ccncc12
 : 38	-30
Cc1cccc(C(=O)OCC(=O)N2CCCCCC2)c1O
 : 11	-5

OX1R antag-1, hit marks shown above
Fields: OX1R antag-1	OX1R antag-2
COc1ccc(OC)c2c1C(=O)C(Cl)=C(Cl)C2=O
 : 104*	69*

Returning to the listing, repeating the four entries before the break.
Fields: OX1R antag-1	OX1R antag-2
COc1cc(CN(C(=S)NCC(=O)N2CCCC2)C2CCCC2)cc(OC)c1OC
 : 3	-10
CC1(C(=O)NCCN2CCOCC2)C=CC2(CCCCC2)N1C(=O)c1ccccc1 (stereo unspecified)
 : 27	-15
Oc1nc(-c2ccc(Br)cc2)n2ccncc12
 : 38	-30
Cc1cccc(C(=O)OCC(=O)N2CCCCCC2)c1O
 : 11	-5
CC(C)c1ccc(NC2CCCN(C(=O)c3cccc4nccnc34)C2)cc1 (stereo unspecified)
 : 10	-30
CCOCC(=O)Nc1cc(S(=O)(=O)N2CCOCC2)ccc1N1CCCCC1
 : 10	-14
CCOC(=O)C1CCCN(C(=O)c2ccc(Cl)cc2)C1 (stereo unspecified)
 : 14	-18
Cc1cccc(OCC(O)CN2CCNCC2)c1 (stereo unspecified)
 : 5	-5
CCCc1nnc(NC(=O)CS(=O)(=O)c2ccc(C)cc2)s1
 : 29	-6
O=C(CN1C(=O)C2CC=CCC2C1=O)OCc1cc(=O)n2cc(Br)ccc2n1 (stereo unspecified)
 : 20	-19
CC(C)n1c(=S)[nH]c2c1c(=O)[nH]c(=O)n2C
 : 9	-12
C=C1/C(=C\C=C2/CCC[C@]3(C)[C@@H]([C@H](C)CCCC(C)(C)O)CC[C@@H]23)C[C@@H](O)C[C@@H]1O
 : 36	12
COc1ccc(/C=N/Nc2nc(N)cc(Cl)n2)cc1OC
 : 6	-6
Oc1cccc(Nc2nc(-c3ccccc3Cl)nc3ccccc23)c1
 : 5	-9
Cc1ccc(NC(=O)CN(C)C(=O)c2cc(C)on2)cc1
 : -3	-13
c1ccn2cc(CSc3nnc4ccccn34)nc2c1
 : -1	-1
CCCC(C)C(=O)Nc1ccc(Cl)cc1Cl (stereo unspecified)
 : 1	-17
Cc1ccc(NC(=O)Cn2cc(C=O)c3ccccc32)cc1C
 : 16	-3
O=C(Cn1cc2c(n1)CCCC2)NCCCN1CCCC1
 : 13	-12
CCC(C)C(NC(=O)OCc1ccccc1)C(=O)OCN1C(=O)c2ccccc2C1=O (stereo unspecified)
 : 19	-34
OCC1CCCN(C(=S)Nc2ccc(Nc3ccccc3)cc2)C1 (stereo unspecified)
 : 47	3
O=S(=O)(NCC1CCCO1)c1ccc2c(c1)OCCO2 (stereo unspecified)
 : 13	-4
O=C(Cc1cccs1)NCCn1ccc2ccccc21
 : -5	-18
O=C(NC1CCCC1)C1CC(=O)N(CCc2ccccc2)C1 (stereo unspecified)
 : 0	0
CC1SCC(=NOCc2ccccc2)CS1 (stereo unspecified)
 : -1	-17
Cn1cc(S(=O)(=O)NC[C@H]2O[C@@H](n3cnc4c(N)ncnc43)[C@H](O)[C@@H]2O)cn1
 : 11	0
CN(C)S(=O)(=O)c1cccc(C(=O)NC(=S)N(CCC#N)Cc2cccnc2)c1
 : 1	-4
COCCC(=O)N1CCC(Oc2ccc(C(=O)NCCSC)cc2)CC1
 : 14	-42
CCOC(=O)c1ccc(NC(=O)C(=O)NCCc2ccc(OC)cc2)cc1
 : 11	-17
Cc1c(NC(=O)Nc2ccc3c(c2)OCO3)c(=O)n(-c2ccccc2)n1C
 : 6	-8
O=C(CN(CC1CCCO1)C(=O)CNS(=O)(=O)c1ccc(F)cc1)NCc1ccc(F)cc1 (stereo unspecified)
 : 31	9
Cc1[nH]c(=O)[nH]c(=O)c1/C=N/NC(=O)CCCCCNC(=O)OC(C)(C)C
 : 21	-17
CC1COC(C)(CC(=O)NN2C(=O)c3ccccc3C2=O)O1 (stereo unspecified)
 : 33	-6
CN(C)Cc1c(-c2ccc(Cl)cc2)nc2ccc(Cl)cn12
 : 6	1
O=C1CC(SCc2nc3ccccc3[nH]2)C(=O)N1c1ccc(F)c(Cl)c1 (stereo unspecified)
 : 20	-18
CCN1CCN(S(=O)(=O)c2ccc(Cl)c(C(=O)Nc3ccccc3N3CCOCC3)c2)CC1
 : 5	-21
CCc1cc(Cn2nc(-c3ccccc3)cc2C(=O)NCC2CC2)on1
 : 33	-17
Cc1ccc(-c2cc(N)n(-c3ccc(C)cc3)n2)cc1
 : 28	-18
CCCCC(C(=O)NC1CCCC1)N(Cc1ccccc1)C(=O)c1snc(C(N)=O)c1N (stereo unspecified)
 : 9	-36
O=C(N/N=C/C(Cl)=C/c1ccccc1)c1ccc2c(c1)OCO2
 : 9	-10
CC1CCCC(NC(=O)CCC(=O)N2CCOc3ccccc32)C1C (stereo unspecified)
 : 26	-1
C=CCNC(=S)NNC(=O)c1ccccc1
 : 10	-13
O=C(NCCc1ccc(F)cc1)C1CCCO1 (stereo unspecified)
 : 7	-7
Oc1c(CN2CCc3ccccc3C2)cc(Cl)c2cccnc12
 : 6	-20
CCOC(=O)c1cccnc1SCC(=O)N(CC)c1cccc(C)c1
 : 23	-25
